ARNT TACC3 PPI = ARNT/TACC3 interaction disruption | Q9Y6A5 | AlphaScreen His-ARNT PAS-B/GST-TACC3 binding, luminescence; TACC3 fragment carries E629A point mutation | inhibition, % at 9.99 µM | 390,000 tested, 0.66% active;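 active = mean inhibition of replicates at least 50% and at least half of replicates each reaching 50%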;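 note: 0% = complete ARNT plus TACC3 wells and 100% = ARNT alone without TACC3; many hits fall short of the cut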
Statin myotox sup = suppressors of simvastatin-induced myotoxicity in C2C12 myotubes; ATP luminescence, 48 h; scaled: DMSO 0, geranylgeraniol control 100; rescue of ATP level, % at 7.49 µM; AID 602340; 330,000 tested, 0.78% active;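 active = mean ATP rescue above about 67%, or every replicate alone reaching that limit, limit read from the data, passing the limit was not always enough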;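 note: myotubes were challenged with 10 µM simvastatin during compound exposure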
Cneo AK release = Cryptococcus neoformans lysis via adenylate kinase release; AID 651654; 360,000 tested, 0.2% active; lysis activity, % at 15 µM; C. neoformans lysis, adenylate kinase release luminescence, 4 h; normalised: neutral wells 0, clomiphene wells 100;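 active = mean lysis activity across replicates of at least 80%, whatever share of replicates individually reach that level; inactive = mean lysis activity below 80%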
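Assay system: C. neoformans cells. Amount: yeast cell density of 5 × 10^6 cells/mL. Technique: AK luminescence. Buffer or medium: YPD. Times: static 4 h at 37 °C with compound, 1 h detection. Dosing: single-point compound dose. Read-out: lysis from increased AK signal.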
PAX8 reporter = PAX8 transcriptional activity inhibition; RMG-I TPO-luciferase reporter, SteadyGlo, 24 h; inhibition, % at 12.6 µM; 360,000 tested, 1.2% active;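 active = mean replicate inhibition at least 60% with every replicate also reaching 60%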;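 note: luciferase light reporting Pax8 driven TPO promoter activity; plate controls were median of neutral control wells for no effect and mitoxantrone controls for full effect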
LGR2 antag = blocks bursicon-induced cAMP signaling via Drosophila LGR2; AID 720647; inhibition, % at 9.99 µM; 380,000 tested, 0.35% active; HEK293 LGR2, CRE-luciferase, bursicon-stimulated, 4 h;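 active = drop in luminescence signal, shown as inhibition above about 50% in the replicate tests, limit read from the data, passing the limit was not always enough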;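 note: agonist challenge used bursicon conditioned medium at about half maximal strength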
PglD DTNB = PglD (C. jejuni) enzyme inhibition | 360,000 tested, 0.098% active | purified PglD enzyme, DTNB colorimetric CoA detection | inhibition, % at 12.5 µM; in the data active = inhibition above about 16%, passing the limit was not always enough; note: strong numbers were not always called active
PGC1a acetyl inh = modulators of PGC1a acetylation. AID 651687. 350,000 tested, 0.17% active. U2OS PGC1a acetylation, AlphaScreen anti-acetyl-lysine; with virally co-expressed GCN5 acetyltransferase. inhibition, % at 15.6 µM;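 active = every replicate shows inhibition of at least 40%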;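 note: 0% = neutral control wells and 100% = positive control wells; some results beyond the cut were filed as inactive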
INS-1E GSIS act = primary screen for activators of insulin secretion dependent on glucose, INS-1E cells, GLuc reporter luminescence; INS-1E GLuc reporter insulin secretion, 2-3 h; activation, % at 16.6 µM; 370,000 tested, 0.61% active; AID 743287;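 active = lowest replicate activation of at least 40%, so every replicate reaches that level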;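 note: 0% = median of neutral control wells and 100% = median of IBMX positive control wells; some compounds called inactive have numbers as strong as hits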
* hit, by the source's call; / = no result given.

compound	ARNT TACC3 PPI	Statin myotox sup	Cneo AK release	PAX8 reporter	LGR2 antag	PglD DTNB	PGC1a acetyl inh	INS-1E GSIS act
COc1ccc(OC)c(CCNC(=O)CS(=O)(=O)Cc2nc(-c3ccccc3Cl)oc2C)c1	7	-6	4	7	-12	2	0	-15
C#CCOCCOCCOCCNc1nc(N2CCN(C(=O)CCCCCCCCCCNC(=O)Cn3cc(C[C@@H](C)O)nn3)CC2)nc(N2CCN(C(=O)CCCCCCCCCCNC(=O)Cn3cc(C[C@@H](C)O)nn3)CC2)n1	3	8	0	20	12	2	-31	-8
Cc1ccc(-c2nsc(SCC(=O)NCc3ccc4c(c3)OCO4)n2)cc1	-8	/	/	7	-24	/	/	17
Cc1noc(C)c1NC(=O)Nc1ccc2c(c1)C(=O)N([C@H](C)CO)C[C@@H](C)[C@H](CN(C)S(=O)(=O)c1ccc(F)cc1)O2	-6	-1	24	-36	-6	3	10	1
Cc1ccc(OCCn2c(CCCO)nc3ccccc32)cc1	1	/	1	/	/	-5	-18	11
O=C(NCCCSc1ccccc1)c1cnc(Cl)c(Cl)c1	-2	-2	7	-9	-11	2	/	-12
Cc1cccc(NC(=O)c2ccc(C)c(S(=O)(=O)N3CCOCC3)c2)n1	1	-7	0	-15	-9	1	-3	-3
Cc1noc(C)c1S(=O)(=O)NC(=O)C1(C)CCN1C(=O)C1(c2ccc(Cl)cc2)CC1 (stereo not given)	/	0	-1	/	-5	3	7	5
C=CCNC(=O)c1cccc2c1C(=O)c1ccc(N3CCCC3)cc1S2(=O)=O	-7	6	-1	-22	-9	-2	4	-12
CCCCOc1ccccc1C(=O)NNC(=S)NC(=O)c1ccccc1[N+](=O)[O-]	13	4	0	34	-23	5	4	-7
Cc1ccc(N(C(=O)CNC(=O)c2ccco2)C(C(=O)NC2CCCC2)c2ccncc2)cc1 (stereo not given)	-3	-1	0	11	9	1	-1	10
CCc1cccc(NC(=O)c2ccc3c(=O)n4c(nc3c2)CCCCC4)c1	1	-63	-6	-49	-50	-2	-10	/
C[C@@H]1CN([C@H](C)CO)C(=O)Cc2cc(NC(=O)C3CC3)ccc2O[C@@H]1CN(C)S(=O)(=O)c1cn(C)cn1	-3	-1	-4	-10	-6	-4	-5	-4
Cc1cc(NC(=O)C2CC(=O)N(c3ccc(F)cc3)C2)no1 (stereo not given)	-1	5	-4	-7	2	7	/	3
COCCn1c(C)cc(C(=O)CSc2nc3ccccc3o2)c1C	-5	85*	-1	-147	/	-2	-2	/
CCC(=O)Nc1ccc2c(c1)OC[C@@H](C)N(C(=O)Cc1cccnc1)C[C@H](C)[C@H](OC)CN(C)C2=O	-5	12	1	10	-3	0	3	6
Cc1cc(C)n2nc(SCC(=O)N/N=C/c3ccccn3)nc2n1	11	/	/	-8	0	/	/	6
C[C@@H]1CCCCO[C@H](CN(C)C(=O)C2CCCCC2)[C@H](C)CN([C@H](C)CO)C(=O)c2cc(NC(=O)Cc3ccccc3)ccc2O1	-5	11	-1	24	-10	0	12	-30
COc1ccc(C2CC(c3cccs3)=NN2C(=O)COC(=O)c2cc3ccccc3cc2O)cc1OC (stereo not given)	-8	/	1	48	8	6	/	1
O=C(c1cccc(Oc2ccc([N+](=O)[O-])cc2Cl)c1)N1CCCCC1	5	3	/	8	12	/	-3	-8
Cc1cccc(CS(=O)(=O)Cc2ccc(C(=O)NC3CCCCC3)o2)c1	4	-3	0	10	3	2	1	6
CC(C)c1ccc(C(C)NCCS(=O)(=O)c2ccc(Br)cc2)cc1 (stereo not given)	/	7	0	/	7	8	/	-51
COc1ccc(C(=O)NCc2cccnc2)cc1	-1	12	2	/	-1	-1	-50	6
CCn1cc(C(=O)NCCc2ccc(Cl)cc2)c(=O)c2cc(S(=O)(=O)N(C)C)ccc21	21	-4	-6	8	-8	4	1	16
COc1ccccc1C(=O)C1Nc2ccccc2-c2nnc(SC)nc2O1 (stereo not given)	6	-1	30	-1	/	0	-5	/

Part of the list above, with values under each structure:
Values run as follows: ARNT TACC3 PPI	Statin myotox sup	Cneo AK release	PAX8 reporter	LGR2 antag	PglD DTNB	PGC1a acetyl inh	INS-1E GSIS act
> C[C@@H]1CCCCO[C@H](CN(C)C(=O)C2CCCCC2)[C@H](C)CN([C@H](C)CO)C(=O)c2cc(NC(=O)Cc3ccccc3)ccc2O1
  -5	11	-1	24	-10	0	12	-30
> COc1ccc(C2CC(c3cccs3)=NN2C(=O)COC(=O)c2cc3ccccc3cc2O)cc1OC (stereo not given)
  -8	/	1	48	8	6	/	1
> O=C(c1cccc(Oc2ccc([N+](=O)[O-])cc2Cl)c1)N1CCCCC1
  5	3	/	8	12	/	-3	-8
> Cc1cccc(CS(=O)(=O)Cc2ccc(C(=O)NC3CCCCC3)o2)c1
  4	-3	0	10	3	2	1	6
> CC(C)c1ccc(C(C)NCCS(=O)(=O)c2ccc(Br)cc2)cc1 (stereo not given)
  /	7	0	/	7	8	/	-51

The list goes on:
compound	ARNT TACC3 PPI	Statin myotox sup	Cneo AK release	PAX8 reporter	LGR2 antag	PglD DTNB	PGC1a acetyl inh	INS-1E GSIS act
COc1cccc(C(C(=O)NCC2CCCO2)N(CC2CCCO2)C(=O)CN2C(=O)c3ccccc3S2(=O)=O)c1 (stereo not given)	-4	/	/	12	-6	/	/	2
CS(=O)(=O)N1CCN(c2ccc(NC(=O)CSc3ccc(Cl)cc3)cc2)CC1	-6	2	0	/	-6	0	1	18
N#C[C@@H]1[C@H](c2ccccc2-c2ccccc2)[C@H](CO)N1C(=O)Cc1ccccc1	/	/	/	2	-1	/	1	-18
Nc1nc(SCc2ccc(Cl)c(Cl)c2)n[nH]1	0	4	/	-4	-11	/	2	-9
Cc1cc(C)c(NC(=O)c2ccc(CN3CCc4ccccc4C3)cc2)c(C)c1	-2	22	1	/	/	-3	-3	/
O=C(NNC(=O)c1ccccc1F)c1cccc(-n2cccc2)c1	-6	5	/	-51	-16	/	/	6
Cc1cccc(OCc2nnc(SCc3cc(=O)[nH]c4ccccc34)n2-c2ccccc2)c1	3	/	12	/	4	1	-16	-8
Cc1noc(C)c1CSCC(=O)Nc1cc(S(C)(=O)=O)ccc1Cl	3	-9	3	5	10	2	-9	6
CN(C)Cc1cn(CC[C@@H]2CC[C@H](NS(=O)(=O)c3ccc(-c4ccccc4)cc3)[C@H](CO)O2)nn1	20	-6	-3	17	-2	12	-10	5
CCCNC(=O)N(C)C[C@H]1Oc2ncc(C#CC3CC3)cc2C(=O)N([C@H](C)CO)C[C@H]1C	-10	-2	-1	/	10	2	9	-3
CC1C(c2ccccc2)N(C)CCC12NC(=O)NC2=O (stereo not given)	-6	5	3	/	/	-2	-10	/
COc1ccc2nc(-c3ccccc3)nc(SCC(=O)NCC3CCCO3)c2c1 (stereo not given)	4	5	-1	9	10	1	-1	2
COc1cc(CN2CC3(CCN(S(=O)(=O)c4cn(C)cn4)CC3)c3c(n(C)c4cc(OC)ccc34)[C@@H]2CO)cc(OC)c1	/	/	/	-25	-11	/	-4	8
O=C(Nc1cccc(-n2cccn2)c1)C1CCCN(Cc2cccc(F)c2F)C1 (stereo not given)	10	-2	-1	26	2	0	3	-18
N#C[C@@H]1[C@@H](c2ccc(-c3ccc(F)cc3)cc2)[C@@H](CO)N1C(=O)Cc1ccccc1	-2	14	64	11	-19	-3	-7	-3
C[C@H](CO)N1C[C@H](C)[C@H](CN(C)Cc2cncnc2)Oc2ncc(C#C[C@@H](C)O)cc2C1=O	-2	33	-2	-10	12	0	5	6
CC(=O)c1sc(NC(=O)C2CC(=O)N(Cc3ccco3)C2)nc1-c1ccccc1 (stereo not given)	0	/	/	17	0	/	/	-11
COc1ccc(S(=O)(=O)N(C)C[C@@H]2Oc3c(NC(=O)NC4CCCCC4)cccc3C(=O)N([C@H](C)CO)C[C@@H]2C)cc1	-1	-17	-2	/	3	-6	15	-15
C[C@H](CO)N1C[C@H](C)[C@H](CN(C)C(=O)NC2CCCCC2)Oc2c(NS(=O)(=O)c3ccccc3)cccc2C1=O	-5	-16	-1	-2	-17	1	-3	-38
Cc1cccc(NC(=S)NC2CC3C=CC2C3)c1 (stereo not given)	-1	100*	19	6	-27	0	21	/
CSc1ccccc1NC(=O)COC(=O)c1ccccc1O	-4	8	3	-4	/	-7	-1	/
O=C(CSCc1cccc(Cl)c1)NCc1ccc2c(c1)OCO2	4	15	-1	/	4	2	-6	-16
COc1ccc(S(N)(=O)=O)cc1C(=O)NNC(=O)c1cccc(S(=O)(=O)N2CCOCC2)c1	-2	7	-3	-24	5	3	5	8

Of the compounds above, two contain a nitro group on carbon:
compound	ARNT TACC3 PPI	Statin myotox sup	Cneo AK release	PAX8 reporter	LGR2 antag	PglD DTNB	PGC1a acetyl inh	INS-1E GSIS act
CCCCOc1ccccc1C(=O)NNC(=S)NC(=O)c1ccccc1[N+](=O)[O-]	13	4	0	34	-23	5	4	-7
O=C(c1cccc(Oc2ccc([N+](=O)[O-])cc2Cl)c1)N1CCCCC1	5	3	/	8	12	/	-3	-8
